# Screening results: PubChem, National Center for Advancing Translational Sciences (NCATS)
# HepG2 viability – counter-screen for TGF-b inhibitors: cytotoxicity in HepG2 cells; 0.76% of 410,000 active; AID 588856; Potency, µM (highest dose often 46.1 µM), inactives show at the highest dose activity change, negative = cytotoxicity, most hits filed as cytotoxic; HepG2 CAGA-GFP viability, ATP luminescence, 18 h; also: potency is read from the fitted curve at half-maximal effect; some results filed as inactive show a strong effect at the top dose
#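 HepG2 CAGA-GFP cells (1000/well, DMEM with 1% FBS) received compound, then TGF-beta at 500 pg/mL final, and were incubated 18 hours at 37 degrees C. Viability was read by CellTiter-Glo luminescence. Media-only wells were set as complete cell-killing and DMSO as no toxicity.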
# Nrf2 inh – Nrf2 pathway inhibition; Potency, µM (titrated, usually from 46 µM), inactives show top-dose activity change, negative = inhibition, hits mostly inhibitors; A549 ARE-Fluc reporter, luciferase luminescence, 18-24 h; 2.1% of 360,000 active; AID 504444; also: potency is read from the fitted curve at half-maximal effect; % is scaled to controls: 0 for no effect and ±100 for the full control effect; nearly all actives have a fitted effect of over 60% in size
#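 Nrf2 function is reported as luminescence of an ARE-controlled luciferase in A549 cells. Compounds were tested at several concentrations, and a CellTiter-Fluor read on the same wells flagged cytotoxicity.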
# pAkt inh – inhibitors of Akt phosphorylation; Neuro2A IGF-stimulated pAkt S473 HTRF, 20 min; hits give low values; activity change, % for hits at 50 µM; 0.32% of 360,000 active; in the data active = activity change below about -80%; inconclusive = mostly about -51% to -80%; also: % is scaled to controls: 0 for no effect and ±100 for the full control effect
#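 Neuro2A cells (4,500/well, DMEM with 0.5% FBS) were treated with compound at a single 50 µM final concentration, stimulated with 6 nM IGF for 20 min at 37 °C, and lysed. Phospho-Akt Ser473 was read by HTRF as 665/615 ratio ×10^4.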
# A549 viability – A549 cytotoxicity, counter-screen for Nrf2 inhibitors | Potency, µM (titrated, usually from 46 µM), inactives show top-dose activity change, negative = cytotoxicity, actives largely listed as inhibitors | 0.16% of 390,000 active | A549 ARE-Fluc cells, CellTiter-Fluor viability, 18-24 h; also: potency is read from the fitted curve at half-maximal effect; % is scaled to controls: 0 for no effect and ±100 for the full control effect
#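 A549 ARE-Fluc cells in 5% FBS OPTI-MEM, 5000 cells/well, rested 2 h then exposed to compounds in concentration-response for 18-24 h at 37 °C. Viability by CellTiter-Fluor fluorescence (Ex 405/Em 525) after 30 min; luciferase luminescence (BugLite, 15 min, RT) read afterwards.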
# MmCpn inh – inhibitors of Methanococcus maripaludis chaperonin (MmCpn) | purified Mm-Cpn ATPase, ADP Transcreener TR-FRET | Potency, µM (titrated, usually from 76.9 µM), for the others: at the top dose activity, negative = inhibition, usual class: inhibitors | 0.031% of 330,000 active | AID 504842; also: potency is read from the fitted curve at half-maximal effect; % is scaled to controls: 0 for no effect and ±100 for the full control effect; nearly all actives have a fitted effect of over 80% in size
#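 ATP (10 uM final) was added to archaeal chaperonin (25 nM final) after 10 min exposure to test compound at 37°C; after 30 min further incubation, ADP was detected by competitive TR-FRET.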
# TGFb SMAD3 inh – TGF-b pathway inhibition; HepG2 CAGA-GFP TGF-b/SMAD3 reporter, GFP fluorescence, 18 h; TGF-beta stimulated, 500 pg/mL final; Potency, µM (highest dose often 46.1 µM), without a hit: top-dose activity, negative = inhibition, actives largely listed as inhibitors; 1.2% of 410,000 active; AID 588855; also: potency is read from the fitted curve at half-maximal effect; % is scaled to controls: 0 for no effect and ±100 for the full control effect; nearly all actives have a fitted effect of over 65% in size
#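 Cell-based qHTS in HEPG2 carrying a CAGA-GFP Smad reporter; compounds added before 500 pg/mL final TGF-beta, 18 h incubation at 37 degrees C, GFP fluorescence quantified per cell by imaging cytometry.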
# CCT modulator – modulators of cytosolic chaperonin (CCT/TRiC) activity. 0.3% of 360,000 active. activity change, % (test concentration not listed), hits read low. purified chaperonin ATPase assay, HTRF ADP detection, 30 min; in the data active = activity change below about -30%; also: % is scaled to controls: 0 for no effect and ±100 for the full control effect
#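 Nucleotide hydrolysis assay: TRiC at 20–40 nM final (set by batch activity) with 10 uM ATP, 30 min at 37 °C, in presence of 76 uM compound. Detection by competitive ADP HTRF, 30 min ambient.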
# S2 tox – cell viability loss in ATXN counter-screen; S2 cells (HEK-293 line with an ATXN2-luciferase reporter) viability, CellTiter-Fluor protease fluorescence, 24 h; Potency, µM (titrated, usually from 56.7 µM), hits mostly cytotoxic; 0.49% of 400,000 active; AID 651635; also: potency is read from the fitted curve at half-maximal effect; nearly all actives have a fitted effect of over 40% in size
# Nrf2 activator – Nrf2 pathway activation. AREc32 ARE-luciferase reporter (MCF7-derived line), luminescence, 24 h. Potency, µM (highest dose often 46.1 µM), for inactives: top-dose activation, most hits filed as activators. 0.31% of 410,000 active. AID 624171; also: potency is read from the fitted curve at half-maximal effect; % of control where 0% means no effect; nearly all actives have a fitted effect of over 65% in size
#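 Reporter line AREc32 (ARE-Fluc), seeded overnight in OPTI-MEM with 5% FBS; compound pin-transferred, 24 hr at 37 deg C, 5% CO2; luminescent read-out.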
# Active calls of the source: *; i = inactive; ? = inconclusive; . = no result given; [ ] = dose if it differs, or a comment. Unless noted, calls follow the shape of the dose curve; as a rule, active = well fitted curve in the direction sought with a large enough effect; inconclusive = small, poorly fitted or top-dose-only effect, or another doubt; inactive = no such curve, though single readings can be large; an effect the other way counts as inactive or inconclusive. No enrichment for hits (roughly 4.4% active in at least one column).
SMILES,HepG2 viability,Nrf2 inh,pAkt inh,A549 viability,MmCpn inh,TGFb SMAD3 inh,CCT modulator,S2 tox,Nrf2 activator
COc1cc(/C=N/Nc2ncc(C(F)(F)F)cc2Cl)cc(OC)c1O,-7%,-8%,i,3%,3%,0%,-1.4,i,6.5%
COc1ccc(N2CCN(c3ccc(-c4nc(-c5ccccc5)no4)cc3[N+](=O)[O-])CC2)cc1,0%,-14%,.,1%,.,-2%,.,i,3.6%
Cc1c(NCc2nc3ccccc3[nH]2)c(=O)n(-c2ccccc2)n1C,-59%,?,i,-2%,-1%,-5%,-8.9,?,7.0%
O=C(/C=C/c1c(F)cccc1Cl)c1ccc(F)cc1,16µM*,22%,i,3%,-3%,?,-2.2,i,?
COc1ccc(-c2cnn3cc(-c4cccc(Cl)c4)cnc23)cc1,-7%,-3%,i,-1%,-8%,3%,-1.3,i,0.5%
CN1C(=O)CC(N2CCN(CC(N)=O)CC2)C1=O (stereo not drawn),-12%,13%,i,-1%,0%,-1%,-2.0,?,0.1%
COC(=O)c1c(NC(=O)CCCOc2cccc(C)c2)sc2c1CCC2,1%,5%,.,7%,.,3%,.,i,0.1%
O=C(Nc1ccon1)Nc1cccc(Cl)c1Cl,-9%,2%,i,-1%,0%,-1%,-0.7,i,25%
O=C(COC(=O)c1ccc([N+](=O)[O-])o1)NCc1ccccc1,-57%,1%,i,1%,0%,?,-6.1,i,14%
S=C(NCc1ccco1)Nc1ccc(Br)cc1Cl,-5%,?,i,-10%,3%,?,3.0,i,10%
O=c1[nH]c2ccc(NCc3ccc(-c4ccccc4)o3)cc2[nH]1,1%,9%,.,0%,.,1%,.,i,3.6%
COc1ccc(-c2ccc(=O)n(CC(=O)NCC3COCCO3)n2)cc1 (stereo not drawn),5%,6%,i,1%,-1%,-5%,1.5,i,0.0%
Cc1ccc(C(O)(C(=O)NN(C(=O)c2ccccc2)c2ccccc2)c2ccc(C)cc2)cc1,2%,15%,i,-4%,1%,-3%,-0.4,i,-0.1%
Cc1ccc(C)c(Cn2c(=O)n(CCCC(=O)NCc3ccc4c(c3)OCO4)c(=O)c3sccc32)c1,-25%,?,.,-8%,.,-29%,.,.,-0.1%
CCC(=O)N1CCC1(C)C(=O)Nc1ccc(OC(F)F)cc1 (stereo not drawn),-8%,.,i,.,.,-29%,-0.8,i,0.2%
Cn1nnc(NC(=S)NC(=O)c2cccc3ccccc23)n1,-4%,5%,i,-2%,0%,-18%,-1.2,i,-0.3%
CCc1ccccc1-n1c(SCC(=O)NC)nnc1-c1ccco1,4%,-7%,i,6%,0%,1%,-10.0,i,0.0%
CCCCNC(=O)C1CCN(c2nc3ccc(C)cc3[nH]2)CC1,-1%,.,.,3%,.,-47%,.,.,11%
Cc1cccc(N2CC3=C(C2=O)C(c2ccccc2)NC(=O)N3C)c1 (stereo not drawn),-29%,22%,i,-14%,1%,-11%,-3.4,i,0.6%
NC(=O)C1CC(=O)N(Cc2ccc3c(c2)OCO3)C(=Nc2ccccc2)S1 (stereo not drawn),1%,6%,i,9%,1%,?,1.9,i,-0.1%
CC1(C)CC(=O)C2=C(C1)OC(N)=C(C#N)C21C(=O)N(CN2CCOCC2)c2ccccc21 (stereo not drawn),10%,10%,i,-3%,0%,8%,-0.2,i,3.0%
Cc1ccc([N+](=O)[O-])cc1NC(=O)CN1CCC(C)CC1,-5%,5%,i,0%,2%,-9%,2.0,i,5.3%
CC(=O)Nc1cccc(NC(=O)COc2ccccc2C)c1,2%,?,i,-1%,1%,3%,1.5,i,-0.1%
CCOc1ccc(NC(=O)CN2CCN(C(=O)c3ccco3)CC2)cc1S(=O)(=O)N1CCCC1,7%,3%,i,4%,-1%,-9%,-3.8,i,-0.2%
CCCOc1cccc(C2c3c(oc4cc(C)c(C)cc4c3=O)C(=O)N2CCCN2CCOCC2)c1 (stereo not drawn),-53%,-9%,.,?,.,?,.,i,6.2%
COc1cc(OC)c(N(C)C(=O)c2c(C)oc3ncn(CC(C)C)c(=O)c23)cc1Cl,-10%,20%,.,-2%,.,10%,.,i,0.7%
N/C(=N\OC(=O)CCCN1C(=O)c2ccccc2C1=O)c1ccc(Cl)cc1,-22%,-18%,i,-4%,?,?,-3.4,i,2.4%
CCN(Cc1ccccc1)C(c1ccncc1)c1nnnn1C(C)(C)C (stereo not drawn),-18%,-3%,i,-10%[1.84 µM],1%,?,-0.7,i,-0.3%
CCOC(=O)N1CCC(NC(=O)c2cn(-c3ccc(OC)cc3)c(=O)c3ccccc23)CC1,-9%,-1%,i,-9%,1%,-14%,-1.8,i,-0.4%
CC1CCC(Nc2nc3c(-c4cccc(C(F)(F)F)c4)nnn3c3ccccc23)CC1 (stereo not drawn),7%,11%,.,2%,.,-2%,.,i,-0.4%
Cc1ccc(NS(=O)(=O)c2csc(C(N)=O)c2)cc1C,2%,16µM*,i,-14%,1%,2%,-3.3,i,-0.4%
CCN(CC)CCNC(=O)c1ccc(NC(=O)Cc2ccccc2F)cc1,1%,1%,i,4%,2%,1%,-1.3,?,-0.5%
COc1ccccc1C1CC(c2cccs2)=Nc2ccccc2S1 (stereo not drawn),6%,16%,i,0%,-1%,?,-2.5,i,18µM*
CCOC(=O)C1(C)/C(=N/Nc2ccc(Cl)cc2)C(=O)C(=O)N1c1ccccc1 (stereo not drawn),-21%,3%,i,-9%,-3%,0%,1.2,i,-0.1%
COc1ccccc1-c1nn(Cc2ccccc2)cc1C(=O)N1CCN(c2ncccn2)CC1,-29%,4%,i,?,-2%,0%,1.3,?,-0.1%
CC1=C(C(=O)Nc2ccccc2)C(c2ccc(C)cc2)n2nc(SCc3ccccc3C)nc2N1 (stereo not drawn),9%,12%,.,-5%,.,8%,.,i,-0.8%
Cc1cc2c(cc1S(=O)(=O)Nc1cccc(F)c1)n(C)c(=O)c(=O)n2C,1%,-22%,i,-5%,-7%,6%,-2.0,i,-0.6%
COc1cc2nc(SCC(=O)Nc3ccc(F)cc3)n3nc(CCn4c(C)nc5ccccc54)nc3c2cc1OC,-20%,?,.,20%,.,-19%,.,i,-1.2%
Cn1nccc1C(=O)NCc1ccc2c(c1)CCN2C(=O)c1ccc(F)cc1,-28%,.,.,-10%,.,-38%,.,.,4.0%
C[C@@H](NC(=O)c1nc[nH]c1C(=O)NCc1ccccc1)c1ccccc1,-27%,-3%,i,1%,-3%,-26%,0.0,i,9.5%
CCOC(=O)c1[nH]c(C)c(C(=O)Nc2ccc(Cl)cc2)c1C,-1%,7%,i,2%,-1%,-9%,-0.2,i,0.5%
Cc1ccc(O)c(C(CC(=O)NCc2ccco2)c2ccccc2)c1 (stereo not drawn),-3%,-15%,i,-1%,0%,-6%,-3.6,i,-0.1%
O=C(CCCOc1ccc(Cl)cc1Cl)N/N=C/c1ccco1,19%,3%,i,0%,0%,0%,1.9,i,5.0%
CC1CCCN(Cc2c(O)ccc3c(=O)c(-c4ccccc4Cl)c(C(F)(F)F)oc23)C1 (stereo not drawn),-11%,15%,.,2%,.,0%,.,i,1.6%
COc1ccccc1NC(=O)COC(=O)C12CC3CC(CC(Br)(C3)C1)C2,-1%,9%,i,0%,0%,-1%,0.6,i,-0.1%
Cc1cccc(C)c1NC(=O)CN(C)C(=O)c1cc(S(=O)(=O)N2CCOCC2)ccc1N1CCCC1,-4%,16%,i,-7%,1%,-11%,1.6,i,-0.5%
COc1cc(-c2nc(CN3CCN(C(=O)c4ccco4)CC3)c(C)o2)ccc1F,-1%,-25%,i,-1%,-20%,-10%,0.7,i,0.2%
Cc1ccc(Cn2nnnc2CN2CCC(O)(c3cccnc3)CC2)cc1,6%,?,i,0%,2%,0%,-4.1,i,-1.1%
COc1cc(C(c2c(C)n(C)n(-c3ccccc3)c2=O)c2c(C)n(C)n(-c3ccccc3)c2=O)cc(Br)c1O,-19%,?,i,-1%,2%,0%,-0.2,i,-0.4%
COc1ccc(CCNC(=O)CSc2nnnn2-c2ccccc2)cc1,0%,19%,i,4%,-4%,-1%,-2.0,i,-0.1%
O=C(N/N=C/c1cccc(Br)c1)c1ccc(Br)cc1,-38%,-6%,i,0%,1%,-21%,0.2,i,2.1%
COc1ccccc1-c1nn2c(=O)cc(CN3CCN(S(=O)(=O)c4ccc(C)cc4)CC3)nc2s1,8%,.,.,-1%,.,1%,.,i,8.0%
COc1ccc(-c2ccc(NS(=O)(=O)c3cccc(Cl)c3)cc2)nn1,-9%,.,.,18%,.,-22%,.,i,4.0%
Nc1cc(=O)nc(SCc2ccccc2)n1Cc1ccco1,2%,.,i,2%,1%,11%,0.7,i,-0.3%
CN(C(=O)c1c2c(nc3ccccc13)C(=O)N(C1CCCCC1)C2)c1ccc(F)cc1,-1%,?,.,-15%,.,29%,.,.,8.0%

# Taken from above, 4 compounds:
SMILES,HepG2 viability,Nrf2 inh,pAkt inh,A549 viability,MmCpn inh,TGFb SMAD3 inh,CCT modulator,S2 tox,Nrf2 activator
COc1ccccc1-c1nn2c(=O)cc(CN3CCN(S(=O)(=O)c4ccc(C)cc4)CC3)nc2s1,8%,.,.,-1%,.,1%,.,i,8.0%
COc1ccc(-c2ccc(NS(=O)(=O)c3cccc(Cl)c3)cc2)nn1,-9%,.,.,18%,.,-22%,.,i,4.0%
Nc1cc(=O)nc(SCc2ccccc2)n1Cc1ccco1,2%,.,i,2%,1%,11%,0.7,i,-0.3%
CN(C(=O)c1c2c(nc3ccccc13)C(=O)N(C1CCCCC1)C2)c1ccc(F)cc1,-1%,?,.,-15%,.,29%,.,.,8.0%
